Compound activity from PubChem.
HEK293 viab = cell viability loss counter-screen; HEK-293-SNCA-luc viability, GF-AFC fluorescence, 24 h; Potency, µM (top dose mostly 57.1 µM), inactives show top-dose activity change, negative = cytotoxicity, most hits filed as cytotoxic; 150,000 compounds, 0.12% hits;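 further: potency means the concentration at half of the fitted maximal effect; 0% = DMSO-treated cells and -100% = medium-only wells without cells; nearly all actives have a fitted effect of over 30% in size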
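HEK-293-SNCA-luc cells (1500/well) plated 24 h, then exposed 24 h to a dilution series; GF-AFC added 30 min at 37C, fluorescence 405/540 nm; normalised to medium-only and DMSO wells, Hill fit.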
GPT2 inhibitor = inhibitors of human GPT2 alanine aminotransferase. Q8TD30. Recombinant GPT2, coupled pyruvate oxidase/HRP Amplex Red fluorescence. Potency, µM (doses to about 57.7 µM), without a hit: top-dose activity change, negative = inhibition, actives largely listed as inhibitors. 100,000 compounds, 0.25% hits; further: potency means the concentration at half of the fitted maximal effect; nearly all actives have a fitted effect of over 60% in size; many of its hits are not listed in these tables
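Fluorescence read-out: pyruvate from GPT2 turnover coupled to pyruvate oxidase, HRP and Amplex Red (0.2mM ThPP, 0.2U/mL PO and HRP, 50uM Amplex final). Substrates 250uM a-KG, 2mM L-alanine; enzyme 10ng/uL; 30 min RT.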
FLuc inh = inhibitors of firefly (Photinus pyralis) luciferase; 76,000 compounds, 2.5% hits; P08659; purified P. pyralis luciferase, luminescence, biochemical; AID 1347043; Potency, µM (series often up to 115 µM), for inactives: at the highest dose activity change, negative = inhibition, hits mostly inhibitors; further: potency means the concentration at half of the fitted maximal effect; nearly all actives have a fitted effect of over 65% in size
Target sequence (P08659 whole entry, looked up): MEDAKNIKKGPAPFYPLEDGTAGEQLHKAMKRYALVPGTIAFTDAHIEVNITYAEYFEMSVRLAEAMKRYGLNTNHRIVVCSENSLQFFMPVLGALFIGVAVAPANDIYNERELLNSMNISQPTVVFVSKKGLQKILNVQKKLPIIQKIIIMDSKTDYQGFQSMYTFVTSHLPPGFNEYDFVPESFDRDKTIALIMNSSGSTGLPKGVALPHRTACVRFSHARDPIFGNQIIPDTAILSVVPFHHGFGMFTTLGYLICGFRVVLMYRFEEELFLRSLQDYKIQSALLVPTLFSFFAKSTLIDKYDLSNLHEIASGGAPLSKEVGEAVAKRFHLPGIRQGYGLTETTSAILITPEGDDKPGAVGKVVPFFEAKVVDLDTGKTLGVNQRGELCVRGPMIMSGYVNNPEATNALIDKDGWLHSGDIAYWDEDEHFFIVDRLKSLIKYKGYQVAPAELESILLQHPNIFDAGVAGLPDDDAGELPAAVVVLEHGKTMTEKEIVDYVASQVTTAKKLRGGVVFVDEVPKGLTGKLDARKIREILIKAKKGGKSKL
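Cell-free enzyme assay, 10nM P. pyralis luciferase, luciferin and ATP each at 10uM. Inhibition profiled over a 6-point titration, read as luminescence.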
HEK293 tox = kills HEK 293 cells | 94,000 compounds, 6.6% hits | Potency, µM (highest dose often 115 µM), for the others: top-dose activity change, negative = cytotoxicity, usual class: inhibitors | HEK 293 viability, ATP luminescence (CellTiter-Glo), 48-72 h; further: potency means the concentration at half of the fitted maximal effect; nearly all actives have a fitted effect of over 60% in size
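Viability of HEK 293 cells, plated at 250 cells/well, was judged by cellular ATP after compound treatment for 48 or 72 hr. Luminescence was imaged 10 min after CellTiter-Glo addition at room temperature.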
IP6K1 inhibitor = IP6K1 kinase inhibition; Q92551; 140,000 compounds, 0.81% hits; AID 1645851; IP6K1 kinase, ADP-Glo luminescence, 2 h; active compounds read low; activity change, % (series mostly up to about 58 µM); in the data active means activity change below about -25%
Target sequence (Q92551 whole entry, looked up): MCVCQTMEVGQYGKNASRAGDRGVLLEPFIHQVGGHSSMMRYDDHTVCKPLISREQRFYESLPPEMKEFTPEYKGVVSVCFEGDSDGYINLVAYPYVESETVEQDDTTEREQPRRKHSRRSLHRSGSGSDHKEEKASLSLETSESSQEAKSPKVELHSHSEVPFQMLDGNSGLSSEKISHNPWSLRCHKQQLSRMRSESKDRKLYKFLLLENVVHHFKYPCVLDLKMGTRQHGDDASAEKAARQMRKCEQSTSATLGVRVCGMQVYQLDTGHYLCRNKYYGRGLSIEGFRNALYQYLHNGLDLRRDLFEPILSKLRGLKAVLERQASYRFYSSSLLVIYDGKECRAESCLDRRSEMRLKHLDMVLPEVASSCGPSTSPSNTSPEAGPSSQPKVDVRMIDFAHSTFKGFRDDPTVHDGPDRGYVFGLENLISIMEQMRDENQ
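ADP-Glo luminescence measures ADP made by human IP6K1 during a 2 h RT reaction with ATP/IP6 (mix at 1.3 mM/130 uM); top library doses 57.5 and 19.1 uM final.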
NIH3T3 tox = kills NIH 3T3 cells | NIH 3T3 viability, CellTiter-Glo ATP luminescence, 48-72 h | Potency, µM (series often up to 96.7 µM), inactives show top-dose activity change, negative = cytotoxicity, actives largely listed as inhibitors | 94,000 compounds, 4.3% hits; further: potency means the concentration at half of the fitted maximal effect; nearly all actives have a fitted effect of over 55% in size
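Cytotoxicity was measured by CellTiter-Glo ATP luminescence after 48 or 72 h compound exposure at 37 °C. Mouse NIH 3T3 fibroblasts were seeded at 400 cells/well and dosed by 23 nL pin transfer.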
SNCA expr inh = inhibitors of alpha-synuclein (SNCA) gene expression | HEK-293 SNCA-luciferase knock-in, luminescence, 24 h | Potency, µM (doses to about 57.2 µM), for inactives: top-dose activity change, negative = inhibition, hits mostly inhibitors | 140,000 compounds, 0.17% hits;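 further: potency means the concentration at half of the fitted maximal effect; plate controls were DMSO cells for no effect and cell-free wells for full effect; nearly all actives have a fitted effect of over 45% in size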
* = called active by the depositor; i = inactive; ? = inconclusive; nt = not tested or not shown; & = joins results of further samples; [ ] = another dose, or the depositor's remark. Unless noted, the call rests on the fitted dose curve; in most records, active means well fitted curve in the direction sought with a large enough effect; inconclusive means small, poorly fitted or top-dose-only effect, or another doubt; inactive means no such curve, though single readings can be large; an effect the other way counts as inactive or inconclusive. Unless noted, on the % scale 0 is the no-effect control and ±100 the full control effect. Some of the compounds tested; count on the stated rates, not on these rows.

cpd	SMILES	HEK293 viab	GPT2 inhibitor	FLuc inh	HEK293 tox	IP6K1 inhibitor	NIH3T3 tox	SNCA expr inh
1	O=C1CC2CCN(Cc3ccncc3)CC2CCN1 (stereo unspecified)	2%[87.6 µM]	i	nt	i	4	i	?
2	O=C(NC1CCCCC1)[C@H]1CN2CC[C@H]1C[C@@H]2Cn1cc(C2(O)CCCCC2)nn1	-10%[87.6 µM]	-3%[88.5 µM]	1%[172 µM]	-14%[172 µM]	2	-21%[174 µM]	-7%[87.6 µM]
3	O=[S+]1([O-])NC2(CCN(Cc3cccnc3)C2)COc2ccncc21 (stereo unspecified)	3%	i	nt	5%	2	3%	-12%
4	COc1ccc(-c2cc([C@H]3CN4CC[C@H]3C[C@@H]4CNC(=O)N3CCOCC3)nc(C)n2)cc1OC	-1%	2%	-4%	i	-8	-6%	-5%
5	COc1nn(CSP(=S)(OC)OC)c(=O)s1	?	i	nt	nt	-46*	nt	-35%
6	COc1ccc(C(=O)c2c(C)n(CCN3CCOCC3)c3cc(I)ccc23)cc1	-24%	i	nt	nt	nt	nt	-2%
7	C=C(CO)C(=O)O[C@H]1C/C(C)=C/CC/C(CO)=C/[C@H]2OC(=O)C(=C)[C@H]12	-16%	i	nt	nt	-5	nt	nt
8	COc1ccc2[nH]cc(CCN)c2c1	-1%	3%	nt	nt	nt	nt	-24%
9	Nc1ccccc1C(=O)OCC(O)CO (stereo unspecified)	-1%[23.9 µM]	i	nt	nt	9	nt	14%[25.6 µM]
10	CC(C)CCN1C[C@@H]2C(=O)N(C)C(=O)[C@@H]2C1	4%	i	6%	-5%	-10	i	?
11	c1cncc(C2CCCCN2Cc2cc3n(n2)CCNC3)c1 (stereo unspecified)	15%	2%	-1%	0%	1	-19%	11%
12	Cc1nc(C)c(C(=O)N2[C@H]3CC[C@@H]2c2cnc(-c4ccccc4)nc2C3)s1	5%	3%	1%	40µM*	4	?	-4%
13	CCCSc1ncc(CN2CC[C@H]3CNC[C@H]32)cn1	8%	-17%	0%	-10%	-4	-20%	-26%
14	CCC(CC)c1cc([C@H]2CN3CC[C@H]2C[C@@H]3CNC2CCN(C)CC2)nc(-c2ccncc2)n1	?	i	-3%	14µM*	-1	18µM*	?
15	CCCS(=O)(=O)NC[C@H]1C[C@@H]2CCN1C[C@@H]2c1cc(-c2ccccc2)nc(C)n1	-2%[87.6 µM]	-2%[88.5 µM]	0%[172 µM]	?	3	?	?
16	COCC(=O)N(c1c(C)cccc1C)C(C)C(=O)OC (stereo unspecified)	-5%[23.9 µM]	-2%	nt	nt	-4	nt	-17%[25.6 µM]
17	C[N+]1(C)[C@@H]2CC[C@H]1CC(OC(=O)C(CO)c1ccccc1)C2 (stereo partly specified)	?	4%	nt	nt	-4	nt	37%[25.6 µM]
18	CCC(=O)N1[C@H]2CC[C@@H]1c1cnc(-c3ccc(F)cc3)nc1C2	10%	i	5%	-22%	22	-24%	5%
19	COc1ccccc1-c1cc([C@H]2CN3CC[C@H]2C[C@@H]3CNC(=O)N2CCOCC2)n(C)n1	4%[87.6 µM]	1%[88.5 µM]	-2%[172 µM]	-19%[172 µM]	17	-24%[174 µM]	20%[87.6 µM]
20	COc1ccc(-c2cc([C@H]3CN4CC[C@H]3C[C@@H]4CNC(=O)C3CCC3)nc(C)n2)cc1OC	-5%	-5%	16%	-30%	68	-23%	-14%
21	C=C1C(=O)O[C@@H]2[C@H]3C(=C)[C@@H](O)C[C@H]3C(=C)C[C@@H](O)[C@@H]12	?	i	nt	nt	10	nt	nt
22	COc1ccc2c3c4n(c2c1)[C@@H](C=C(C)C)OOC(C)(C)C[C@@H]4N1C(=O)[C@@H]2CCCN2C(=O)[C@]1(O)[C@H]3OCC=C(C)C	-13%[23.9 µM]	i	nt	nt	3	nt	nt
23	CC(C)N[C@@H]1CCn2c(=O)[nH]c3cccc(c32)[C@@H]1O	8%	i	nt	nt	nt	nt	22%
24	CN1CCC(N2C[C@@H]3C[C@H](C2)c2c(NC(=O)c4ccccn4)ccc(=O)n2C3)CC1	-12%[87.6 µM]	-17%[88.5 µM]	1%[172 µM]	i	14	i	-2%[87.6 µM]
25	CN1CCN(C(=O)Cc2cccn2-c2ccc(F)cc2)CC1	1%	5%	1%	7%	6	i	31%[activator]
26	O=S(=O)(NC[C@H]1C[C@@H]2CCN1C[C@@H]2CN1CCN(c2ccccn2)CC1)c1ccccc1	1%	2%	-5%	-16%	15	-20%	-25%
27	O=C(NC[C@H]1C[C@@H]2CCN1C[C@@H]2CN1CCSCC1)c1ccccc1	-1%[87.6 µM]	i	-5%[172 µM]	-1%[172 µM]	2	-14%[174 µM]	8%[87.6 µM]
28	COP(=S)(OC)Oc1ccc(S(=O)(=O)N(C)C)cc1	13%[23.9 µM]	?	nt	nt	1	nt	-41%[25.6 µM]
29	OCC1CN(C2CCC2)CC12CCN(Cc1ccncc1)CC2 (stereo unspecified)	2%[12.5 µM]	?	0%	4%	7	i	-21%
30	CN[C@@H](C)[C@H](O)c1ccccc1	13%[23.9 µM]	i	nt	nt	22	nt	6%[25.6 µM]
31	Cc1ccc(S(=O)(=O)NC[C@H]2C[C@@H]3CCN2C[C@@H]3CN2CCN(c3ccccn3)CC2)cc1	6%	?	0%	-19%	-6	-25%	-5%
32	CC[C@H]1CN2CC[C@H]1C[C@@H]2CNCc1ccc(C(F)(F)F)cc1	-1%[87.6 µM]	?	-5%[172 µM]	?	3	89µM*	14%[87.6 µM]
33	Cn1nc(C2CCCCC2)cc1[C@H]1CN2CC[C@H]1C[C@@H]2CNC(=O)N1CCOCC1	-2%[87.6 µM]	-3%[88.5 µM]	-6%[172 µM]	3%[172 µM]	-9	-13%[174 µM]	12%[87.6 µM]
34	Clc1ccc(N2CC3CCC(C2)N3)nn1	-7%	i	nt	nt	nt	nt	-17%
35	CC[C@H]1CN2CC[C@H]1C[C@@H]2CNS(=O)(=O)c1ccc(Cl)cc1	5%[87.6 µM]	-3%[88.5 µM]	5%[172 µM]	i	-9	i	1%[87.6 µM]
36	CCCSc1ncc(CN2CCCC3(CCNC3)C2)cn1 (stereo unspecified)	3%	-8%	4%	-16%	-1	-27%	-14%
37	COc1cc2c(cc1Oc1cccc(N(C)C)c1)NC(=O)C21CCN(c2cnccn2)CC1	-10%	0%	14%	?	-24	?	?
38	Cn1nc(C2CCCNC2)n(C2CCCC2)c1=O (stereo unspecified)	8%	-6%	-3%	12%	3	i	-19%
39	COc1ccc(CC(=O)N2Cc3ccccc3CC3(CCCN3C)C2)cc1 (stereo unspecified)	-10%	i	nt	?	-2	-28%	11%
40	O=C1NCCCCCCN(Cc2ccncc2)[C@@H]2CN(C(=O)COc3ccccc3)CC[C@@H]12	-6%	5%	0%	-5%	2	-9%	4%

2 entries from above, with two lines to a compound:
Value order – HEK293 viab | GPT2 inhibitor | FLuc inh | HEK293 tox | IP6K1 inhibitor | NIH3T3 tox | SNCA expr inh
#35 CC[C@H]1CN2CC[C@H]1C[C@@H]2CNS(=O)(=O)c1ccc(Cl)cc1
    5%[87.6 µM] | -3%[88.5 µM] | 5%[172 µM] | i | -9 | i | 1%[87.6 µM]
#36 CCCSc1ncc(CN2CCCC3(CCNC3)C2)cn1 (stereo unspecified)
    3% | -8% | 4% | -16% | -1 | -27% | -14%

Only GPT2 inhibitor and HEK293 tox, for 4 of the compounds above:
no.	Molecule	GPT2 inhibitor	HEK293 tox
34	Clc1ccc(N2CC3CCC(C2)N3)nn1	i	nt
35	CC[C@H]1CN2CC[C@H]1C[C@@H]2CNS(=O)(=O)c1ccc(Cl)cc1	-3%[88.5 µM]	i
36	CCCSc1ncc(CN2CCCC3(CCNC3)C2)cn1 (stereo unspecified)	-8%	-16%
37	COc1cc2c(cc1Oc1cccc(N(C)C)c1)NC(=O)C21CCN(c2cnccn2)CC1	0%	?

Further results.
cpd	SMILES	HEK293 viab	GPT2 inhibitor	FLuc inh	HEK293 tox	IP6K1 inhibitor	NIH3T3 tox	SNCA expr inh
41	COCC(=O)NC[C@H]1C[C@@H]2CCN1C[C@@H]2c1cc(-c2cccs2)nn1C	1%[87.6 µM]	3%[88.5 µM]	1%[172 µM]	-13%[172 µM]	-14	-6%[174 µM]	0%[87.6 µM]
42	c1ccc2c(CN3CCNCC3)cccc2c1	1%	-16%	nt	nt	nt	nt	-16%
43	O=C(O)CC[N+](=O)[O-]	12%	i	nt	nt	nt	nt	10%
44	Cc1nc(-c2ccc(F)cc2)cc([C@H]2CN3CC[C@H]2C[C@@H]3CNC(=O)c2ccco2)n1	-5%[87.6 µM]	-6%[88.5 µM]	0%[172 µM]	?	11	100µM*	-19%[87.6 µM]
45	COc1ccccc1CNC(=O)[C@H]1CN2CCC1C[C@@H]2Cn1cc(-c2cccc(N)c2)nn1 (stereo partly specified)	-11%	i	0%	4%	16	-12%	-5%
46	Cc1ccccc1-n1c(/C=C/c2ccc(O)cc2)nc2ccccc2c1=O	?	nt	nt	nt	30	nt	?
47	CC(=O)N1C[C@@H]2C[C@H](C1)c1ccc(NC(=O)c3ccc(F)cc3)c(=O)n1C2	-3%[87.6 µM]	1%[88.5 µM]	-4%[172 µM]	4%[172 µM]	5	-3%[174 µM]	-2%[87.6 µM]
48	COc1ccc(-n2c(/C=C/c3cccc(F)c3)nc3ccccc3c2=O)cc1Cl	4%	nt	nt	nt	-3	nt	14%
49	CCCN1CCO[C@H]2c3cc(O)ccc3OC[C@@H]21	-14%	i	nt	nt	0	nt	nt
50	O=C(O)C(Cl)Cl	-5%[23.9 µM]	-10%	nt	nt	24	nt	48%[25.6 µM]
51	O=[N+]([O-])c1ccc(O[C@@H]2O[C@H](CO)[C@@H](O)[C@H](O)[C@H]2F)c([N+](=O)[O-])c1	-22%	-4%	nt	nt	nt	nt	-12%
52	O=C1NCC2(CCCN(Cc3cc(=O)c4cccc(F)c4[nH]3)C2)O1 (stereo unspecified)	6%	-3%	3%	-9%	35	i	14%
53	O=C1[C@H]2CNC[C@H]2C(=O)N1CCc1ccccc1	5%	i	6%	1%	14	-1%	?
54	O=c1c(-c2cccs2)ccc2n1C[C@H]1C[C@@H]2CN(Cc2cc3ccccc3o2)C1	2%[87.6 µM]	i	-4%[172 µM]	89µM*	6	?	-3%[87.6 µM]
55	COc1ccc(NC(=O)CN2C(=O)C(C)N=C(c3ccccc3)c3ccccc32)cc1OC (stereo unspecified)	-14%	nt	nt	nt	17	nt	-4%
56	CCc1ccc(C(=O)N2CCC3(CC2)c2nccn2-c2ccccc2CN3C)cc1	5%	-5%	10%	?	15	-8%	-8%
57	COC1=C[C@@H]2[C@@H]3Cc4ccc(OC)c(O)c4[C@]2(CCN3C)CC1=O	-13%&-7%	3%	nt	nt	8	nt	-1%
58	COc1cc2c(cc1Oc1cccc(N(C)C)c1)NC(=O)C21CCN(Cc2ccccn2)CC1	?	-1%	-16%	45µM*	-8	?	-10%
59	COCCn1c(C)cc(C(=O)NC2CCc3nnc(C4CC4)n3CC2)c1C (stereo unspecified)	0%	-4%	-2%	-2%	-4	-3%	10%
